# Source: PubChem BioAssay (National Center for Advancing Translational Sciences (NCATS))
# KDM5B inh: blocks human KDM5B histone demethylase activity; Q9UGL1; KDM5B demethylase, FDH-coupled NADH fluorescence (FDH is formaldehyde dehydrogenase); Potency, µM (highest dose often 57.7 µM), for inactives: top-dose activity change, negative = inhibition, actives largely listed as inhibitors; 2.6% of 220,000 active; AID 1347165; active = well fitted inhibition curve with a large enough effect; inconclusive = small, poorly fitted or top-dose-only effect; inactive = no such curve, though single readings can be large or run the other way; also: 0% is about no effect; nearly all actives have a fitted effect of over 70% in size
# Target sequence (Q9UGL1 whole entry, looked up): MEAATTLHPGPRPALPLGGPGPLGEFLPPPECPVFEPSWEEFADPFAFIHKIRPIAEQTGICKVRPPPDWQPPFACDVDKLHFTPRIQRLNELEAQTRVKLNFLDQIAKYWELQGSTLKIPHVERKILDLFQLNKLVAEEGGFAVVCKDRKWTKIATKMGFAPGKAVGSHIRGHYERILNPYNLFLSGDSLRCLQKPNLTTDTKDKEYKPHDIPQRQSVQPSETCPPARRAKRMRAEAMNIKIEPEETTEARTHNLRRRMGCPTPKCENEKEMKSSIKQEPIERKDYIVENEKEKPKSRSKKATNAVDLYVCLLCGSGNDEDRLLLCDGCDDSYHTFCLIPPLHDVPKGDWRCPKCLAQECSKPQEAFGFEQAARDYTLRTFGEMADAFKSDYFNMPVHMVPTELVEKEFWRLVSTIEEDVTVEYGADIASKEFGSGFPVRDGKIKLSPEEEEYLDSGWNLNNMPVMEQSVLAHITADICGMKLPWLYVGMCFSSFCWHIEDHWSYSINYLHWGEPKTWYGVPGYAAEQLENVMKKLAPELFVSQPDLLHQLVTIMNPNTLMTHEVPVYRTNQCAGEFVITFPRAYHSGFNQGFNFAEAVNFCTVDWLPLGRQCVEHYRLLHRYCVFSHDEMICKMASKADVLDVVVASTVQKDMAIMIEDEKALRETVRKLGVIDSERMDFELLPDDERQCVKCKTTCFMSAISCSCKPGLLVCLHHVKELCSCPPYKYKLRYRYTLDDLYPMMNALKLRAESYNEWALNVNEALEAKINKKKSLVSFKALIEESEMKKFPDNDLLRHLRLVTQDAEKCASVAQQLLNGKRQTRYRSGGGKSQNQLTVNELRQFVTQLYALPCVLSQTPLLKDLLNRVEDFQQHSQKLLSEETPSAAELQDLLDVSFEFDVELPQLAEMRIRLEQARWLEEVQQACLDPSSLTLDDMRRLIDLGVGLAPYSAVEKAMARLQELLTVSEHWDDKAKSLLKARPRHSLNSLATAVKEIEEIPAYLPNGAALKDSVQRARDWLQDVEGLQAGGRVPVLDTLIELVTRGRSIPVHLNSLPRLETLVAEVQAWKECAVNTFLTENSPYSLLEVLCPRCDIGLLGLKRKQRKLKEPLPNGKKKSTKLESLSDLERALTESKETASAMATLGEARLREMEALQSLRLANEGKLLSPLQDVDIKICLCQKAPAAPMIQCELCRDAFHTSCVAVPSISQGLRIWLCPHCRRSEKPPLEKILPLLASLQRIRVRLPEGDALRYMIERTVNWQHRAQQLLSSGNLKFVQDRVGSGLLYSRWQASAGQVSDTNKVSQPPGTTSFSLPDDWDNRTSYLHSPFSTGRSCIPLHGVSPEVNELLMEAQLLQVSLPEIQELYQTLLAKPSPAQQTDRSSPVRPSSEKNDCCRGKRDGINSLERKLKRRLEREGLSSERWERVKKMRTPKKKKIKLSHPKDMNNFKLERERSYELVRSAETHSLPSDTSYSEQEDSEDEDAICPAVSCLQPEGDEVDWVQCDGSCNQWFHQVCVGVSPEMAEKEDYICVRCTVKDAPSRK
#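 Measured: NADH fluorescence change, 30 min, RT. System: KDM5BΔAP 200 nM final, H3K4me3 peptide, α-KG, Fe(II), ascorbate, NAD⁺ plus FDH, pH 7.5 HEPES. Compounds: titrated, 10 min pre-incubation with enzyme.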
# Active calls of the source: *; ? = inconclusive; & = joins results of further samples; [ ] = another dose, or the depositor's remark. Potency is read from the fitted curve at half-maximal effect. Some of the compounds tested, so the mix of outcomes need not match the whole.
canonical_smiles,KDM5B inh
Cn1cnnc1SCC(=O)Nc1cc(C(=O)O)cc(C(=O)O)c1,-13%
Cn1ncc(N2CCC(NC(=O)C3CCOCC3)CC2)cc1=O,6%
Cc1ccc(C)c(N2CCN(C(=O)C3CCN(S(=O)(=O)c4cn(C)c(C)n4)CC3)CC2)c1,18%
COCc1cn([C@H]2CO[C@H]3[C@@H]2OC[C@H]3O)nn1,-9%[115 µM]
O=C(O)CN(CC(=O)O)C1CCCCC1N(CC(=O)O)CC(=O)O (centres undefined),?
O=C1Nc2c(c(=O)[nH]c(=O)n2-c2ccc(F)cc2)C1(NS(=O)(=O)c1ccccc1)C(F)(F)F (centres undefined),-14%
CC(C)CNC(=O)N1CCC(OC2CCN(S(C)(=O)=O)CC2)CC1,8%
CC[C@H](C)[C@H](NC(=O)c1ccc2nc(-n3cccc3)sc2c1)C(=O)NCc1ccccn1,?
Cc1onc(-c2ccccc2)c1C(=O)Oc1ccccc1,-2%
O=C(OC1C=CC2COC1O2)c1ccccc1 (centres undefined),21%
Cc1nc(NC(=O)C2CC(=O)N(Cc3ccccn3)C2)sc1C (centres undefined),-1%
O=C1CC(c2ccccc2)N(C(=O)CNC(=O)Cn2c(=O)oc3ccccc32)CCCCCCN1 (centres undefined),1%
Cc1cc(S(=O)(=O)Nc2ccc(C(=O)NCC(c3ccccc3)N(C)C)cc2)ccc1F (centres undefined),4%&0%
CS(=O)(=O)N1CCc2cc(NS(=O)(=O)c3ccc4c(c3)CC(=O)N4)ccc21,11%
CC1CCN(CCCNC2CCCCCC2)CC1,14%
COc1ccc(-c2noc(-c3cccn3CC(=O)NCc3ccc(F)cc3Cl)n2)cc1F,-8%
CCOC(=O)c1[nH]c(C)c(CCC(=O)NCc2ccc(CC)cc2)c1C,-15%
Cc1ccc(NC(=O)N(C)CC2CCOC2)cc1F (centres undefined),14%
COC(=O)c1sc2cccc(F)c2c1S(=O)(=O)NC(C)c1ccccc1 (centres undefined),-11%
COc1cccc(CC(=O)Nc2ccc(-c3csc(C)n3)cc2)c1,18%

# Gathered by group: the entries above with a COOH group (2)
canonical_smiles,KDM5B inh
Cn1cnnc1SCC(=O)Nc1cc(C(=O)O)cc(C(=O)O)c1,-13%
O=C(O)CN(CC(=O)O)C1CCCCC1N(CC(=O)O)CC(=O)O (centres undefined),?

# A draw from above in order of heavy-atom count, ascending.
canonical_smiles,KDM5B inh
O=C(O)CN(CC(=O)O)C1CCCCC1N(CC(=O)O)CC(=O)O (centres undefined),?
COC(=O)c1sc2cccc(F)c2c1S(=O)(=O)NC(C)c1ccccc1 (centres undefined),-11%
CC[C@H](C)[C@H](NC(=O)c1ccc2nc(-n3cccc3)sc2c1)C(=O)NCc1ccccn1,?

# The listing continues:
canonical_smiles,KDM5B inh
CCOc1ccc(NC(=O)CC2C(=O)N(c3ccc(F)cc3)C(=O)N2CCc2sccc2C)cc1 (centres undefined),-15%
COC(=O)c1cccnc1Oc1ccccc1,38%
Cn1nc(C2CCCN2)c2c(C(=O)NCC(F)(F)F)cc(C3CC3)nc21 (centres undefined),79µM*
O=[N+]([O-])c1ccc(C(c2sc3nc(-c4ccco4)nn3c2O)N2CCN(c3cccc(Cl)c3)CC2)cc1 (centres undefined),?
Cc1ccc(-c2nc3ccc(C)cc3c(C(=O)O)c2C)cc1,31%
COc1ccc(C(=O)COC(=O)C2CC(=O)N(NC(=O)c3ccc(Cl)c(Cl)c3)C2)cc1 (centres undefined),7%
CO[C@H]1C(=O)N(C(C)C)[C@H]1C1CCN(C(=O)c2c[nH]c3ccccc23)CC1,1%
CCOc1ccc(NC(=O)N2CCC(C(N)=O)(N3CCCCC3)CC2)cc1,-11%
CCC1CN(C(=O)c2cnn(C)c2)CCC(=O)N1Cc1ccccc1 (centres undefined),33%[activator]
Cn1ncc2c(N3CCN(S(N)(=O)=O)CC3)nc(-c3cccnc3)nc21,?
COC[C@H]1CCCN1Cc1cn(-c2ccccc2C)nc1-c1ccc(OC)c(F)c1,-3%
O=C(N[C@H]1CCN2C(=O)c3cc(-c4cccs4)ccc3NC(=O)[C@H]12)c1cccs1,32µM*
O=C(COC(=O)c1cccs1)c1ccc(OC(=O)c2ccccc2)cc1,25%
CC(Cc1cccnc1)Nc1ccc(-c2nccn2C)nn1 (centres undefined),?
O=C(c1nccc2ccccc12)N1CCC(c2noc(C3CC3)n2)C1 (centres undefined),3%
O=C(c1ccccc1F)N1CCCC(c2nc3ccccc3o2)C1 (centres undefined),15%
Cc1ccc(OCC(=O)Nc2nnc(SCc3cc(=O)c4ccccc4[nH]3)s2)cc1,-6%
Cc1c(-c2ccc(Br)cc2)nc2ccccc2c1C(=O)O,7%
COC(=O)c1ccccc1NC(=O)c1cnc2c(-c3cccc(C)c3)c(C)nn2c1C,8%
O=C(CSc1nnc2ccc(-c3ccncc3)nn12)NC1CCCCC1,1%

# For reference, some entries already given:
canonical_smiles,KDM5B inh
COC(=O)c1ccccc1NC(=O)c1cnc2c(-c3cccc(C)c3)c(C)nn2c1C,8%
O=C(CSc1nnc2ccc(-c3ccncc3)nn12)NC1CCCCC1,1%

# Continuation:
canonical_smiles,KDM5B inh
CC(C)C[C@@H]1N[C@H](C(=O)NC2CCCC2)Cc2cn(CC3CC3)c3cccc1c23,?
COc1ccccc1C(=O)N1CCC2(CC1)NC(=O)N(c1ccc(F)cc1)N2,-6%
CC(=O)Nc1sc(C)c(C)c1C(=O)OCC(=O)NCc1ccc(Cl)cc1,-2%
CCCOc1cccc(C(=O)Nc2ccc(OCCC)c3ncccc23)c1,-10%
Cc1cc(Cl)ccc1C(=O)N1Cc2cnn(Cc3ccc(F)cc3)c2C1,-6%
CCN(CC)c1ncccc1CNC(=O)c1c(C)noc1C,-23%
Cn1c(=O)c2c(nc(NCCc3ccccc3)n2CC(=O)O)n(C)c1=O,6%
Cc1cc(C)c(C(=O)N(C)CC2CCCN(CCc3ccccc3F)C2)o1 (centres undefined),-4%
COC(=O)N1CCC2(C1)N=C(c1ccccn1)C(=O)N2 (centres undefined),35µM*
N#Cc1ccccc1Nc1ccnc(N2CC3CCC(C2)N3CC(F)(F)F)n1,?
COc1cccc(C(=O)N[C@@H]2CN(S(C)(=O)=O)C[C@H]2CN(C)C)c1,-5%
COc1ccccc1C(=O)N1CCC(N2CCCOC2=O)CC1,31%[activator][149 µM]
Cc1ccc(S(=O)(=O)N2CCN(C3CCN(Cc4ccccn4)C3=O)CC2)c(C)c1 (centres undefined),-4%
CCN(CC)c1ccc(C(=O)N2CCCC2c2nncn2Cc2ccncc2)cc1 (centres undefined),-13%
O=C(NC1CCCCC1)N1CCCCCC1c1nc(-c2cccnc2)no1 (centres undefined),-5%
Cn1cc(CN2CC[C@H](c3nc4ccccc4[nH]3)C2)c2ccccc21,?
CC(C)Oc1ccc(C(=O)Nc2cccc(-c3nc4ccccc4o3)c2)cc1,2%
CC(C)(C)c1ccc(NC(=O)COc2ncnc3ccccc23)cc1,15%
O=C(c1ccccc1)N1CCC2(CC1)NC(=O)N(Cc1ccccc1)C2=O,24%
COCCCn1c(SCC(=O)Nc2ccc(NC(C)=O)cc2)nc2sc3c(c2c1=O)CCC3,38%[activator]

# Four entries drawn at random from those above, as already listed:
canonical_smiles,KDM5B inh
CC(C)(C)c1ccc(NC(=O)COc2ncnc3ccccc23)cc1,15%
CCN(CC)c1ccc(C(=O)N2CCCC2c2nncn2Cc2ccncc2)cc1 (centres undefined),-13%
Cn1ncc(N2CCC(NC(=O)C3CCOCC3)CC2)cc1=O,6%
O=C(c1nccc2ccccc12)N1CCC(c2noc(C3CC3)n2)C1 (centres undefined),3%

# The listing continues.
canonical_smiles,KDM5B inh
O=C(N/N=C/c1ccccn1)c1cc[n+]([O-])cc1,?
COc1ccc(C2Cn3cnc(C(=O)N4CCC(C(=O)Nc5cccc(C)c5)CC4)c3CO2)cc1 (centres undefined),-10%
CCc1ccc(CN(Cc2ccco2)C(=O)c2cc(-c3ccc(Cl)cc3)on2)cc1,-1%
CCOc1ccc(-c2cc(C(=O)OC)c3cc(C)ccc3n2)cc1,?
NC(=O)C1CCN(Cc2cccc(C(F)(F)F)c2)CC1,14%
COc1ccc(CCN2Cc3cc(NC(=O)c4ccc(OC)cc4)ccc3OC(C)C2=O)cc1 (centres undefined),-22%
CCc1c(C)sc(NC(=O)c2ccc(Cl)s2)c1C#N,10%
Cc1ccc(C(=O)N2CCCC3(C2)Nc2cccnc2NC3=NCc2ccccc2)cn1 (centres undefined),28µM*
Cc1cccc(NC(=O)c2ccc3nc(CCc4ccccc4)oc3c2)c1C,?
OCCCn1c(-c2ccc(F)cc2)csc1=Nc1ccc(F)cc1,?
CCn1ccc(C(=O)N2C[C@@H]3CCCN4CCC[C@@H]([C@H]34)[C@H]2CCCC(=O)NCC2CC2)n1,0%
Cc1cc2nc(COC(=O)c3cccc(NC(=O)c4ccc(C(C)(C)C)cc4)c3C)cc(=O)n2o1,3%
c1ccc(-c2cn3c4ccccc4nc3n2CCN2CCCCC2)cc1,-26%
COc1ccccc1NC(=O)CSc1nnc(-c2ccccn2)o1,3%
N=C1C(c2nc3ccccc3s2)=C(O)CN1C1CCC(O)CC1 (centres undefined),?
O=C(N1CCCC1)N1CCN(C2CCNCC2)C(=O)C1,50µM*
Cc1ccc(C(CNC(=O)c2oc3ccc(F)cc3c2C)N(C)C)o1 (centres undefined),9%
O=C(NCCc1cnc(-c2ccccc2)[nH]1)c1ccc(-c2ccccc2)cc1,-2%
O=C(c1cc(F)ccc1F)N1CCC2(CC1)N=C(c1ccc(Cl)cc1)NO2,22µM*
Cc1cc(C(=O)CN(C)Cc2ccc3c(c2)OCO3)c(C)n1C(C)C,?
COCCCNc1nc2c(c(=O)n(C)c(=O)n2C)n1Cc1cccc(Cl)c1,-13%
CC1=C(C(=O)OC(C)C)C(c2ccccc2)NC(=O)N1 (centres undefined),30%[activator]
O=C(O)c1ccc(/C=C/C(=O)c2ccccc2C(=O)O)cc1,3%
NC(=O)CNC(=O)C1=C[C@@H](NC(=O)Nc2ccc(OC(F)(F)F)cc2)[C@@H](O)[C@H](O)C1,2%[86.2 µM]
Cc1cccc(N2CCN(C(=O)CCCn3c(=O)[nH]c4ccsc4c3=O)CC2)c1C,13%
Cc1ccc(N(C)C(=O)CCS(=O)(=O)c2cc3c(cc2Cl)NC(=O)CO3)cc1,-26%
CC1=C[C@@H](CN2CCN(c3ncccn3)CC2)[C@H](C(C)C)C[C@H]1Cc1nnc(COc2ccc(F)cc2)o1,?
Cc1cc2n(CC(O)COc3ccccc3)c(=O)c3ccccc3n2n1 (centres undefined),-10%
COc1ccc(C(=O)N2CCc3ccc(C(=O)NCc4cccc(F)c4)cc32)cc1,-23%
Cc1csc(NC(=O)CCNC(=O)c2ccoc2)n1,11%
Cc1ccc(-c2nc(CS(=O)(=O)CC(=O)NCCc3ccccc3)c(C)o2)cc1,8%
CS(=O)(=O)N1CCC(OC2CCN(C(=O)NCc3cccc(F)c3)CC2)CC1,-11%
CC1(C(=O)NCCCc2ccccc2)CCCCC(=O)N1 (centres undefined),-17%
COc1cc(C(=O)NNC(=S)NC(=O)/C=C/c2ccccc2)cc(OC)c1OC,?
COc1cc(Cl)ccc1C(=O)N1CCC(Oc2ccc(C(=O)N(C)C)cn2)CC1,12%
CCCC(=O)Nc1ccccc1NC(=O)c1ccc(OC(C)=O)cc1,27%
CN(C(=O)C(=O)Nc1ccc2nc3n(c(=O)c2c1)CCCCC3)c1cccc(C(F)(F)F)c1,-8%
Cc1cc(C(=O)OCC(=O)Nc2ccccc2C)c2ccccc2n1,-5%
CCOc1ccccc1C(c1c(O)nc(SC)[nH]c1=O)c1c(O)nc(SC)[nH]c1=O,11%
CCC(=O)N(CC(=O)Nc1sc(C)c(C)c1C(N)=O)Cc1ccc(F)cc1,20%
O=C(c1ccoc1)N1CC(Oc2cccc(-c3nc(-c4ccccc4)no3)c2)C1,?
Cc1ccc(OCCSc2nnc(COc3ccc(Cl)cc3)n2C)cc1,-17%
Fc1ccc(CNC(=S)NCc2cccs2)cc1,4%
COc1ccc(-c2onc(C)c2C)cc1S(=O)(=O)N1CCN(c2cc(C)ccc2C)CC1,2%
Cc1sc(-c2cccc(O)c2)nc1-c1ccccc1,-21%
CCc1nc(SCC(=O)NC2CC2)c2c(C)c(C)sc2n1,20%
CC(C)c1ccc(SCc2nc3c(c(=O)[nH]c(=O)n3C)n2C)cc1,14%
CN(CCCOC(=O)c1cc2ccccc2o1)C1CN(Cc2cn(Cc3ccccc3C(F)(F)F)nn2)S(=O)(=O)C1 (centres undefined),7%
COC(=O)C1=C(C)NC(=O)NC1c1ccc(C(C)C)cc1 (centres undefined),37%[activator]
CCCCCNc1nc(CC)c2c(c1C#N)CCCC2,-3%
O=C(CCCC(=O)OCC(=O)c1cccc([N+](=O)[O-])c1)Nc1cc(C(F)(F)F)ccc1Cl,9%
CCN(CC)S(=O)(=O)c1cccc(C(=O)NCC2COc3ccccc3O2)c1 (centres undefined),-19%
CCCS(=O)(=O)c1nc(S(=O)(=O)c2ccc(Cl)cc2)c(NCC(C)C)s1,16%
